Bcl-B Bim block – human Bim-Bcl-B interaction inhibition. bead-based flow cytometry, Bim peptide-Bcl-B binding. inhibition, % at 10 µM. 190,000 tested, 0.073% active;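 further: 0% = tracer peptide without compound and 100% = reference inhibitor peptide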
Target sequence (Q9HD36 whole entry, looked up): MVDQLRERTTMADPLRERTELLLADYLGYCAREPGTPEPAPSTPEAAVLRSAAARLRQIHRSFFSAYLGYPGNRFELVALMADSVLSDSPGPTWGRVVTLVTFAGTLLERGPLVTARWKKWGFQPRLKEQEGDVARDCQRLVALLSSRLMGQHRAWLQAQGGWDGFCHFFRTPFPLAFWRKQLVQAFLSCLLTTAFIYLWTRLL
Bcl-W Bim block – human Bim-Bcl-W interaction inhibition. inhibition, % at 10 µM. bead-based flow cytometry, Bim peptide-Bcl-W binding. Q92843. AID 952. 190,000 tested, 0.02% active;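 further: 0% = bound tracer without compound and 100% = peptide blocker; higher means less fluorescent Bim peptide bound to Bcl-W beads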
Target sequence (Q92843 whole entry, looked up): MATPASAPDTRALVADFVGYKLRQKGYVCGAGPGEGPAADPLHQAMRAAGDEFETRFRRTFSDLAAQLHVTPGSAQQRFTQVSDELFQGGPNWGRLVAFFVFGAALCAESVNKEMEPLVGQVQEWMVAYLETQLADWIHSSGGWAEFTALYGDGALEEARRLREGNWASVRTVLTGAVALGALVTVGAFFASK
ABCG2 inh – human ABCG2 inhibition, ABCB1 as counter-screen; Q9UNQ0; IgMXP3 cells, JC-1 efflux, flow cytometry; inhibition, % at 6.6 µM; 190,000 tested, 0.1% active;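 active means inhibition above 80%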;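 further: 0% = DMSO and 100% = nicardipine control wells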
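Read-out basis: Efflux inhibition in percent versus controls | Test system: ABCG2 IgMXP3 and barcoded ABCB1 CCRF-Adr cell mix | Quantity: 3 million cells/mL in well | Schedule: 10 min at 25 °C | Control set: Nicardipine as high control, DMSO as low control | Reagent: JC-1 as fluorescent efflux pump substrate | Signal: Flow cytometry of retained JC-1 fluorescence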
RGS7-Gao – modulates binding of RGS7 to human Galphao; Multiplexed bead flow cytometry; actives lie on both sides; binding response (% of control), % at 10 µM; P09471; 220,000 tested, 0.35% active; in the data active means binding response below about 49% or above about 150%; inconclusive means no clear call, values can overlap the other calls; inactive means in between;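 further: fluorescent Galphao held in activated GDP-AlF4 state binding bead-coupled RGS7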
Target sequence (P09471 whole entry, looked up): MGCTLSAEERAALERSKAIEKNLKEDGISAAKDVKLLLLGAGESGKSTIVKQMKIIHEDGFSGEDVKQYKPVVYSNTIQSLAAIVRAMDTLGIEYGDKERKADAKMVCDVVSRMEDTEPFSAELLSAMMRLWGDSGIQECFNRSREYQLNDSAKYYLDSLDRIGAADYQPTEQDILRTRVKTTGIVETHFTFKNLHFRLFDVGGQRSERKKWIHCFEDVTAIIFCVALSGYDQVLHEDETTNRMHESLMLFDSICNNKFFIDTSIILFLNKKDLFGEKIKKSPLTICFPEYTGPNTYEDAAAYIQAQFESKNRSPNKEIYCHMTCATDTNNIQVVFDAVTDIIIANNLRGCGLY
Bfl-1 Bim block – inhibitors of Bim-Bfl-1 interaction, human | Q16548 | Bead-based flow cytometry, Bim-Bfl-1 binding inhibition | inhibition, % at 10 µM | 190,000 tested, 0.12% active | AID 1008;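 further: 0% = wells without compound plus tracer and 100% = blocker peptide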
Bcl-XL Bim block – human Bim-Bcl-XL interaction inhibition | Q07817 | Bim peptide-Bcl-XL binding, bead flow cytometry, fluorescence | inhibition, % at 10 µM | 190,000 tested, 0.04% active | AID 1007
RGS4-Gao reg – modulates binding of RGS4 to human Galphao; Multiplexed bead flow cytometry; actives lie on both sides; 220,000 tested, 0.33% active; AID 1415; binding response (% of control), % at 10 µM; in the data active means binding response below about 49% or above about 150%; inactive means in between;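 further: fluorescent Galphao activated with aluminum fluoride binding bead-coupled RGS4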
RGS8-Gao – modulates binding of RGS8 to human Galphao; P09471; multiplexed bead flow cytometry; actives lie on both sides; response (percent of control binding), % at 10 µM; 220,000 tested, 0.34% active; AID 1423; in the data active means response below about 60% or above about 140%; inactive means in between;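 further: Galphao activated as the GDP aluminium fluoride complex binding bead-coupled RGS8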
ABCB1 inh – inhibitors of human ABCB1 transporter, ABCG2 counter-screen; P08183; CCRF-Adr cells, JC-1 efflux, flow cytometry; inhibition, % at 6.6 µM; 190,000 tested, 0.067% active; in the data active means inhibition above about 40%;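 further: 0% = vehicle and 100% = reference inhibitor; higher value means more JC-1 retained so stronger ABCB1 efflux block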
GSH bead fluor – GSH bead compound fluorescence profile | fluorescence (KMESF) at 10 µM | GSH beads flow cytometry, compound fluorescence 488/530 nm; active compounds read high | 190,000 tested, 0.25% active; in the data active means fluorescence above about 89;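 further: glutathione beads carrying GST-tagged Bcl family fusion proteins plus one bare bead set; values are compound well signal with DMSO vehicle wells as background; inactives centre near 16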
Bim-Bcl-2 – inhibitors of Bim-Bcl-2 interaction, human; 190,000 tested, 0.06% active; Bead-based flow cytometry, Bim peptide-Bcl-2 binding; inhibition, % at 10 µM; in the data active means inhibition above about 40%; inconclusive means no clear call, values can overlap the other calls;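 further: 0% = no compound wells with probe peptide and 100% = reference peptide inhibitor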
Target sequence (P10415 whole entry, looked up): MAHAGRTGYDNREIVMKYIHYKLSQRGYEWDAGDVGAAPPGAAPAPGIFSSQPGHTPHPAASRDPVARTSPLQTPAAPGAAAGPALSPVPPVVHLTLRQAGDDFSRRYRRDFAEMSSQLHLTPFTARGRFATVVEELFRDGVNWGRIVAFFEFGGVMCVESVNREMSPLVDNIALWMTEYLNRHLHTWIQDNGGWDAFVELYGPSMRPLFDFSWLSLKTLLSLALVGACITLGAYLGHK
* = called active by the depositor; ? = inconclusive. Unless noted, no stated cut-off is given here; in the data, active means inhibition above about 40%.

SMILES	Bcl-B Bim block	Bcl-W Bim block	ABCG2 inh	RGS7-Gao	Bfl-1 Bim block	Bcl-XL Bim block	RGS4-Gao reg	RGS8-Gao	ABCB1 inh	GSH bead fluor	Bim-Bcl-2
COC(=O)C1=C(NC(=O)c2ccc(Br)cc2)CCS1	-2.0	-1.0	18.4	90.8	-6.0	-4.0	96.3	97.8	0.7	13	1.0
CCOc1cccc(/C(O)=C2/C(=O)C(=O)N(CCN3CCOCC3)C2c2ccncc2)c1 (stereo not given)	-2.0	-2.0	0.4	102.2	-4.0	-3.0	98.3	101.8	0.2	10	-3.0
O=C(Nc1ccc([N+](=O)[O-])cc1)C1CC12CCC2 (stereo not given)	0.0	-3.0	14.1	100.3	6.0	1.0	98.8	98.8	0.7	23	3.0
COC(=O)c1ccc(C)c(NC(=O)CN(c2cc(OC)ccc2OC)S(C)(=O)=O)c1	-6.0	2.0	1.8	102.6	-7.0	-3.0	103.1	102.1	0.2	16	-2.0
CCOc1ccc(N2C(=O)CC(N3CCN(C4CCc5ccccc5C4)CC3)C2=O)cc1 (stereo not given)	-5.0	-5.0	7.2	97.6	-3.0	-7.0	101.7	99.6	3.4	25	-2.0
Cc1ccccc1/[N+]([O-])=C/c1ccncc1	-4.0	-1.0	1.8	100.2	-3.0	-6.0	101.0	100.4	0.4	71	1.0
O=C(CSc1ccc(Cl)cc1)Nc1ccc(NC(=O)c2ccco2)cc1	-2.0	-2.0	-3.5	94.0	0.0	-6.0	94.7	94.5	-0.1	28	0.0
Cc1ccccc1NC(=O)CSC1=NCCN1	-6.0	-7.0	1.7	100.7	-9.0	-7.0	102.5	103.2	0.8	15	-3.0
OC(COc1cccc2ccccc12)CN1CCCC1 (stereo not given)	0.0	1.0	0.5	102.9	-7.0	-3.0	101.7	105.0	0.1	13	-3.0
Cc1ccc(-c2[nH]c(-c3ccc(C(=O)O)cc3)nc2-c2ccccc2)cc1	-7.0	-3.0	-4.0	102.5	-10.0	-7.0	111.0	110.0	-0.7	14	-8.0
O=C(COC(=O)C1CCN(S(=O)(=O)c2ccc3c(c2)OCCO3)CC1)Nc1cccc2ccccc12	-5.0	-5.0	16.9	104.8	0.0	-8.0	103.0	102.4	0.0	11	-3.0
Cc1ccc(CN(C)C(=O)C2CCCN2C(=O)c2cccs2)o1 (stereo not given)	-4.0	1.0	0.4	99.1	-12.0	-3.0	100.3	99.8	0.1	15	-4.0
CCCCSc1nnc([C@H](CC(C)C)NC(=O)OC(C)(C)C)o1	-4.0	-1.0	0.0	107.7	-7.0	-6.0	106.3	102.0	0.1	4	0.0
CCOC(=O)C1=C(C)NC(=O)NC1c1c(C)nn(-c2ccccc2)c1Cl (stereo not given)	-2.0	5.0	2.4	90.2	-9.0	0.0	92.0	94.2	0.4	4	0.0
COc1cccc(CNC(=O)CCC2CCCN(C(=O)c3cc(C)on3)C2)c1 (stereo not given)	-4.0	-1.0	2.6	99.2	-7.0	-1.0	100.2	98.8	0.8	8	-2.0
CCOc1ccc(N2C(=O)/C(=C/c3cccs3)N(CC(=O)OC)C2=S)cc1	-8.0	1.0	0.8	97.3	-11.0	-1.0	101.4	101.2	0.2	14	-10.0
O=C(O)CCC(=O)N1CC=C(c2ccccc2)CC1	-24.0	-10.0	0.6	100.3	-6.0	-14.0	100.8	99.1	-0.4	19	-4.0
Cc1cccc(NC(=O)C2CCN(S(=O)(=O)c3cccc4cccnc34)CC2)n1	-7.0	-1.0	8.4	96.6	-13.0	-6.0	102.0	106.0	1.2	22	-5.0
S=C(NCCc1ccccc1)N1CCn2cccc2C1c1ccncc1 (stereo not given)	-4.0	0.0	-1.0	101.6	1.0	-2.0	100.9	99.3	-0.4	13	0.0
Cc1nn(Cc2ccccc2Cl)c(C)c1NC(=O)CSc1n[nH]c(C)c1[N+](=O)[O-]	-10.0	-4.0	22.7	95.2	-4.0	-7.0	93.5	99.0	0.8	18	-3.0
CCCn1c(=N)n(CC(=O)O)c2ccccc21	-6.0	-3.0	0.5	101.8	-2.0	-3.0	102.8	104.7	-0.2	17	13.0
CC(C)C(c1nnnn1Cc1ccccc1)N1CCc2ccccc2C1 (stereo not given)	-1.0	-5.0	3.7	102.3	0.0	0.0	102.8	99.6	0.5	12	0.0
Cc1ncoc1C(=O)N1CCCC(C(=O)c2cccc(C(F)(F)F)c2)C1 (stereo not given)	-5.0	-1.0	1.4	103.9	-15.0	-3.0	103.4	101.5	0.8	54	-6.0
Cc1sc(Cc2nc(O)cs2)nc1-c1ccccc1	-1.0	1.0	-1.7	98.2	-4.0	-2.0	100.0	102.5	-0.7	20	0.0
CCn1cc(C(=O)NCc2ccccn2)c(=O)c2cc(F)c(N3CCN(C)CC3)cc21	-4.0	1.0	6.6	100.1	-3.0	-3.0	99.8	100.6	0.4	27	-5.0

(further entries)
SMILES	Bcl-B Bim block	Bcl-W Bim block	ABCG2 inh	RGS7-Gao	Bfl-1 Bim block	Bcl-XL Bim block	RGS4-Gao reg	RGS8-Gao	ABCB1 inh	GSH bead fluor	Bim-Bcl-2
O=C(O)c1ccc2c(c1)CC(c1ccccc1)OC2=O (stereo not given)	-3.0	-2.0	-0.8	100.8	-5.0	-2.0	101.1	100.1	0.0	17	-1.0
CCNc1ccc(C(=O)OCC(=O)N2c3ccccc3NC(=O)C2(C)C)cc1[N+](=O)[O-]	-6.0	-4.0	19.3	99.6	-3.0	-5.0	101.7	100.6	2.1	7	0.0
O=c1c2c(nc3cc(-c4cccc(F)c4)[nH]n13)CCC2	-1.0	0.0	3.5	95.0	-4.0	0.0	95.0	97.7	-0.3	24	-2.0
Fc1ccccc1OCCCCCCN1CCCC1	-11.0	-1.0	-5.7	110.9	-17.0	-7.0	112.8	107.6	-0.1	33	-12.0
COc1ccccc1-n1c(CNc2c(C)cccc2C)nnc1SCC(=O)N1CCOCC1	-3.0	2.0	0.3	97.7	-7.0	-2.0	100.5	101.8	0.2	68	-5.0
O=C(/C=C/c1ccccc1Cl)N1CCN(c2ncccn2)CC1	-4.0	-6.0	0.2	92.5	-6.0	-7.0	78.5	98.7	-0.1	13	-3.0
O=C(NCc1ccccn1)C1CCCN(S(=O)(=O)c2ccc(Br)cc2)C1 (stereo not given)	0.0	0.0	1.4	100.9	-3.0	-1.0	100.2	102.6	0.6	16	0.0
CCOC(=O)CSc1nc2c([nH]c3ccccc32)c(=O)n1C	-2.0	-3.0	0.2	99.6	0.0	-3.0	100.5	102.4	0.1	22	-2.0
CCc1onc(C)c1C(=O)O	-1.0	0.0	-1.4	?	-3.0	3.0	99.2	99.0	0.3	13	0.0
O=S(=O)(c1ccccc1)c1cnc(-c2cccnc2)nc1-c1ccc(Cl)cc1Cl	2.0	0.0	3.1	85.0	0.0	2.0	88.1	92.6	3.5	7	1.0
CCN(c1ccccc1)S(=O)(=O)c1ccc(N)cc1	-7.0	-7.0	2.5	103.5	-6.0	-9.0	100.5	98.8	0.6	14	-7.0
COc1cccc(N2CCN(C(=O)/C=C/c3ccco3)CC2)c1	0.0	-1.0	3.5	?	2.0	0.0	98.1	100.8	-0.1	18	2.0
Cc1cccc(C(=O)Nc2nc(C)c(C(=O)Nc3ccc4c(c3)CCC4)s2)c1	0.0	0.0	-1.5	104.6	1.0	-5.0	103.2	103.1	-0.7	15	-1.0
N#C/C(C(=O)NCCc1ccccc1)=C1/N=C(NC(=O)c2cccs2)c2ccccc21	-5.0	-6.0	-1.6	101.7	-13.0	-10.0	99.7	98.0	0.0	18	-9.0
Cc1cc(C)n(-c2nncn2/N=C/c2ccccc2F)n1	0.0	0.0	4.7	97.5	-2.0	-2.0	96.2	100.9	0.7	11	1.0
O=C(O)CSCc1ccc(C(=O)O)o1	-5.0	0.0	-1.7	96.4	-11.0	-1.0	99.3	99.1	8.1	30	-8.0
O=C(CCCC(=O)OCC(=O)NC1CCCC1)Nc1ccccn1	-3.0	1.0	-0.5	103.4	-10.0	-5.0	93.4	98.1	0.1	31	-5.0
C=CCn1c(SCc2ccc(C(=O)NCCO)cc2)nc2sc(C)c(C)c2c1=O	-6.0	-2.0	6.7	96.3	-2.0	1.0	100.1	99.2	3.5	18	-2.0
CN(C)S(=O)(=O)c1ccc(C(=O)Nc2ccnn2C2CCCCC2)cc1	-4.0	-3.0	16.6	98.3	-8.0	0.0	97.9	101.3	1.6	22	-8.0
O=C(CN1C(=O)C2C3C=CC(C4CC34)C2C1=O)Oc1ccccc1 (stereo not given)	-2.0	3.0	4.0	107.4	-3.0	-1.0	104.2	103.8	1.1	11	-3.0
c1cc2nnnn2nc1N1CCCCCC1	2.0	0.0	0.4	97.0	4.0	1.0	95.9	96.9	-0.1	16	0.0
Cc1cc2nc(C)n(CCCNC(=O)Nc3ccc(C#N)cc3)c2cc1C	-6.0	-1.0	0.7	95.7	-3.0	8.0	98.3	102.3	0.6	21	-6.0
O=c1c(C=NCCN2CCNCC2)c(-c2ccccc2)[nH]n1-c1ccc([N+](=O)[O-])cc1	-6.0	-3.0	3.6	106.8	-4.0	-1.0	103.4	103.2	-0.1	14	0.0
COc1ccc(C)cc1S(=O)(=O)N(C)CC(=O)NC1CC1	4.0	0.0	-0.7	98.4	-1.0	0.0	94.5	102.8	-0.1	12	1.0
CC(C)CCNC(=O)C1CC(c2cccc([N+](=O)[O-])c2)=NO1 (stereo not given)	-7.0	0.0	0.2	103.4	-3.0	0.0	101.0	101.9	0.1	23	2.0
COc1ccc(-c2nc(CSCC(=O)NCCC3=CCCCC3)c(C)o2)cc1OC	0.0	3.0	2.4	99.2	-11.0	-2.0	106.6	101.5	0.9	20	-3.0
CC1(C)Cc2ccccc2-c2nc3ccccc3c(=O)n21	-3.0	1.0	4.5	96.3	-8.0	0.0	98.1	100.2	0.8	46	-3.0
CC1=CN2C(=N)/C(=C/c3cn(CCCOc4ccccc4C)c4ccccc34)C(=O)N=C2S1	-5.0	-4.0	1.7	102.5	0.0	-5.0	99.2	103.5	0.5	5	3.0
COC(=O)C1=C(C)N(CCc2ccc(OC)c(OC)c2)C(=O)/C1=C\N(C)C	-6.0	1.0	1.3	96.7	-2.0	-1.0	98.2	94.9	0.0	26	-2.0
CCOC(=O)N1CCC(NC(=O)C2CCN(C(=O)N3CC(C)Oc4ccc(C)cc43)CC2)CC1 (stereo not given)	3.0	1.0	1.5	94.8	0.0	0.0	94.5	90.0	0.6	12	-2.0

Record cards, as listed above. Values in the order: Bcl-B Bim block | Bcl-W Bim block | ABCG2 inh | RGS7-Gao | Bfl-1 Bim block | Bcl-XL Bim block | RGS4-Gao reg | RGS8-Gao | ABCB1 inh | GSH bead fluor | Bim-Bcl-2
Profile of COc1ccc(-c2nc(CSCC(=O)NCCC3=CCCCC3)c(C)o2)cc1OC : 0.0 | 3.0 | 2.4 | 99.2 | -11.0 | -2.0 | 106.6 | 101.5 | 0.9 | 20 | -3.0
Profile of CCOc1ccc(N2C(=O)/C(=C/c3cccs3)N(CC(=O)OC)C2=S)cc1 : -8.0 | 1.0 | 0.8 | 97.3 | -11.0 | -1.0 | 101.4 | 101.2 | 0.2 | 14 | -10.0
Profile of Cc1ccccc1/[N+]([O-])=C/c1ccncc1 : -4.0 | -1.0 | 1.8 | 100.2 | -3.0 | -6.0 | 101.0 | 100.4 | 0.4 | 71 | 1.0
Profile of N#C/C(C(=O)NCCc1ccccc1)=C1/N=C(NC(=O)c2cccs2)c2ccccc21 : -5.0 | -6.0 | -1.6 | 101.7 | -13.0 | -10.0 | 99.7 | 98.0 | 0.0 | 18 | -9.0

Assay outcomes as filed in PubChem.
